High-throughput results: PubChem BioAssay, National Center for Advancing Translational Sciences (NCATS)
USP1-UAF1 inh: USP1/UAF1 (human) deubiquitinase inhibition; recombinant USP1/UAF1, Ub-Rhodamine cleavage fluorescence; O94782; 0.23% of 390,000 active; Potency, µM (highest dose often 57.1 µM), for the others: at the highest dose activity change, negative = inhibition, most hits filed as inhibitors; further: potency means the concentration at half of the fitted maximal effect; on the % scale 0 is the no-effect control and ±100 the full control effect; nearly all actives have a fitted effect of over 60% in size; inactives centre near -12
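Step one: compound is pinned into 1nM USP1/UAF1 in HEPES pH 7.8 buffer with TCEP. Step two: 15 min room-temperature incubation. Step three: Ub-Rho (150nM final) starts cleavage, tracked by fluorescence over six one-minute reads.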
TrxR1 substrate: is turned over as a substrate by rat TrxR1. purified TrxR1 substrate turnover, NADPH consumption readout. AID 588456. Potency, µM (series often up to 114 µM), inactives show at the highest dose activity change, negative = substrate turnover. 0.01% of 390,000 active. O89049; further: potency means the concentration at half of the fitted maximal effect; on the % scale 0 is the no-effect control and ±100 the full control effect; nearly all actives have a fitted effect of over 50% in size
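Rat TrxR1, dispensed at 90 nM, was prereduced with 400 uM NADPH (final) for 5 min at ~22 deg C, then incubated with compound 15 min before 400 uM selenite. A first-read NADPH fluorescence drop versus no-compound background flagged substrates.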
rTrxR1 inhibitor: inhibitors of rat thioredoxin reductase 1. 1% of 390,000 active. Potency, µM (titrated, usually from 114 µM), for the others: at the top dose activity change, negative = inhibition, most hits filed as inhibitors. recombinant rTrxR1, NADPH fluorescence consumption, selenite substrate. AID 588453. O89049; further: potency means the concentration at half of the fitted maximal effect; on the % scale 0 is the no-effect control and ±100 the full control effect; nearly all actives have a fitted effect of over 65% in size
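Rat TrxR1 (90 nM in the dispensed reagent) was pre-reduced with 400 uM NADPH for 5 min at room temperature, then incubated with compound for 15 min. After 400 uM selenite was added, NADPH fluorescence (Ex 340/Em 450 nm) was followed for 8 min.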
mIDH1 inhibitor: blocks human mutant IDH1 R132H enzyme | 0.093% of 390,000 active | O75874 | IDH1-R132H enzyme, NADPH consumption, diaphorase/resazurin fluorescence | Potency, µM (titrated, usually from 76.6 µM), for the others: at the highest dose activity change, negative = inhibition, most hits filed as inhibitors; further: potency means the concentration at half of the fitted maximal effect; on the % scale 0 is the no-effect control and ±100 the full control effect; nearly all actives have a fitted effect of over 65% in size
Target sequence (O75874 whole entry R132H, stated change not applied): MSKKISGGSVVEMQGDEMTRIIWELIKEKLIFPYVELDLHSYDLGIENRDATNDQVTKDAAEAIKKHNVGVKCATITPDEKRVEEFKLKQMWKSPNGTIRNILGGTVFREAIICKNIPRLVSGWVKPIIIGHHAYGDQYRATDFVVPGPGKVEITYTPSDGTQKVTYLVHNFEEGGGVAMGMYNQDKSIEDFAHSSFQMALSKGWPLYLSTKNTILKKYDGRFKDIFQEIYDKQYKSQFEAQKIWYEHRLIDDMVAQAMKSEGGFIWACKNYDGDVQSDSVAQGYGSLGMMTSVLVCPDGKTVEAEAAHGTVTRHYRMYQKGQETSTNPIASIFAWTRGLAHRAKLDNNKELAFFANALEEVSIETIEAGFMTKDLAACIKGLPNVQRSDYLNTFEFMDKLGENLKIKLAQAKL
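IDH1-R132H (0.5 ug/mL) preincubated 30 min with compound, then NADPH (0.016 mM) and alpha-KG (2 mM) added; 80 min at RT, pH 7.5. Remaining NADPH coupled via diaphorase/resazurin to fluorescence (540/590 nm); concentration-response curves normalized to no-enzyme control.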
D2 ag: D2 dopamine receptor (human) agonism | P14416 | HEK293 T-REx D2 cells, calcium flux agonist mode | activation, % at 2 µM | 0.53% of 340,000 active | AID 485358;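 active means activation over 3 SD above normal in the single-dose calcium agonist read, cut at about 30% in these data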; further: 0% is about no effect
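HEK293 Trex D2 cells, tetracycline-induced, o/n 30 C 5% CO2; no-wash Ca dye, RT 30–90 min; 10-cycle baseline, 23 nl cpd added, kinetic Ca read 180 s; agonist hits = positive Ca response.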
TRHR enhancer: allosterically enhances the human TRH receptor | TRHR cells, fluo-8 calcium fluorescence, EC20 TRH enhancement | enhancement, % at 2 µM | 0.66% of 360,000 active | AID 493056; in the data active means enhancement above about 30%; further: 0% is about no effect
Target sequence (P34981 whole entry, looked up): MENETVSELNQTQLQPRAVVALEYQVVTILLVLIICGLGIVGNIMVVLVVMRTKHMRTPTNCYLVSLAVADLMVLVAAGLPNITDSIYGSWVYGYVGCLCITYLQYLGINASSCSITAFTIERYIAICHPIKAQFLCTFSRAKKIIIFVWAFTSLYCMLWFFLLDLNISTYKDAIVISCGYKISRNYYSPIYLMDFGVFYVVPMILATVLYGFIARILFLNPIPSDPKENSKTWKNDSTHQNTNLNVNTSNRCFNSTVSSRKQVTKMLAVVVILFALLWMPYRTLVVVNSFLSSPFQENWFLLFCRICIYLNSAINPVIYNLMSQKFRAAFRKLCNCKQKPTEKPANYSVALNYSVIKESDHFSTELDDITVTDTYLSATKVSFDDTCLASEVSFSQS
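TRHR-expressing cells loaded with fluo-8 calcium dye were read kinetically (ex 480/em 530) during compound addition, then stimulated with an EC20 of TRH (10 nM final). Enhancement of the Gq-mediated intracellular calcium response was scored.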
D2 antagonist: D2 dopamine receptor (human) antagonism | HEK293 TREx D2 cells, calcium flux, dopamine EC80 | AID 485344 | 2% of 340,000 active | P14416 | inhibition, % at 10 µM; in the data active means inhibition above about 30%; further: 0% is about no effect
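Compounds are added to dye-loaded, induced HEK293 T-REx cells coupled to calcium release via D2; after a 3 min kinetic read an EC80 dopamine stimulus is given and fluorescence is recorded for 3 more min.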
TRHR ag: agonists of human TRH receptor; TRHR cells, calcium flux fluo-8, FDSS agonist mode; activation, % at 2 µM; 0.18% of 360,000 active; AID 493084; in the data active means activation above about 30%; further: 0% is about no effect
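Agonist-mode FDSS calcium read (Ex 480/Em 530, 1 s cycles) in 1536-well TRHR cells with fluo-8 dye, after 10-cycle baseline and 23 nL compound addition; TRH at EC20 (10 nM final) added afterwards for the enhancer phase.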
Pin1 inh: inhibitors of human Pin1 | Potency, µM (highest dose often 115 µM), without a hit: at the top dose activity, negative = inhibition, usual class: inhibitors | 0.009% of 390,000 active | Pin1 FP peptide displacement, HiFluor488, 10 min | Q13526; active means well fitted inhibition curve with a large enough effect in the polarisation, with a control signal flat, not every such curve was filed as active; inconclusive means small, poorly fitted or top-dose-only effect, or effect the other way, or a change in a side signal; inactive means no such curve, though single readings can be large or run the other way; the % refers to the polarisation; further: potency means the concentration at half of the fitted maximal effect; on the % scale 0 is the no-effect control and ±100 the full control effect
Target sequence (Q13526 whole entry, looked up): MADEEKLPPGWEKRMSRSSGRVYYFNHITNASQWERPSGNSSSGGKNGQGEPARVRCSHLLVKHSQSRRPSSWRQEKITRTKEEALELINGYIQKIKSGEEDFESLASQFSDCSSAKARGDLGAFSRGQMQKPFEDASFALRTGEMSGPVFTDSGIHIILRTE
Starred values were filed as active, the others as inactive; u = inconclusive; x = no result given; [ ] = dose if it differs, or a comment. Unless noted, the call rests on the fitted dose curve; in most records, active means well fitted inhibition curve with a large enough effect; inconclusive means small, poorly fitted or top-dose-only effect; inactive means no such curve, though single readings can be large or run the other way.

SMILES	USP1-UAF1 inh	TrxR1 substrate	rTrxR1 inhibitor	mIDH1 inhibitor	D2 ag	TRHR enhancer	D2 antagonist	TRHR ag	Pin1 inh
O=C(NCCCCNC(=O)c1ccccn1)c1ccccn1	-24.7%	3.0%	19.7%	11.2%	0.4	-0.2	-7.1	3.0	-2.4%
Cc1ccc(-n2c(C)cc(C(=O)CSc3nnc4ccccn34)c2C)cc1	-11.8%	9.3%	0.0%	4.0%	-0.6	-3.8	11.5	-0.9	-0.5%
Cn1c(=O)n(C)c2cc(C(=O)Nc3ccc(Br)cc3)ccc21	u	7.0%[57.1 µM]	-7.3%[57.1 µM]	7.9%	0.3	3.1	-11.2	-0.2	-1.2%
O=C(CSc1nnc(C2CC2)n1C1CC1)c1ccc(F)cc1	-19.7%	-1.2%	13.0%	10.7%	0.0	2.6	4.3	-0.3	3.5%
Cc1ccc(-c2nnc(Nc3ccc(O)cc3)c3ccccc23)cc1S(=O)(=O)N1CCCCC1	-22.1%	-2.3%	5.0%	1.2%	-1.7	30.1*	x	-0.1	6.8%
CS(=O)(=O)N(Cc1ccco1)Cc1ccccc1Cl	-5.3%	-3.5%	-6.1%	3.0%	1.1	9.9	-9.0	-0.8	-17.7%
CCOC(=O)Cc1c(C)[nH]n(-c2ccccc2)c1=O	-8.0%	8.8%	1.1%[57.1 µM]	-7.7%	1.0	-9.4	3.2	-0.3	-10.4%
O=C(c1ccc(Br)cc1)N1CCN(Cc2ccccc2)CC1	-19.3%	11.2%[57.1 µM]	5.9%[57.1 µM]	2.3%	-0.4	4.1	-17.1	-0.2	-0.9%
Cc1cc(N2CCCCC2)nc(NCc2ccccc2)n1	-6.1%	-3.5%	u	-2.3%	27.0	-18.7	-18.8	14.9	-11.0%
Cc1ccc2c(CNC3CCCCC3)c(C(=O)O)n(Cc3ccc(F)cc3)c2c1	-27.2%	0.9%	-1.7%	9.9%	-2.0	-2.2	x	-0.4	0.4%
Nc1ccc(Cc2ccc(N)c(C(=O)O)c2)cc1C(=O)O	1.0%	3.5%	8.3%	1.6%	-1.7	-1.1	-13.7	-0.3	-15.2%
C#CC(C)(CC)NC(=O)Cn1nnc(-c2ccc(OCc3ccccc3F)cc2)n1 (centres undefined)	14.9%	-3.3%	3.8%	-9.6%	0.8	-2.0	x	0.8	-0.2%
Cc1nn(C)c(Oc2ccccc2)c1[N+](=O)[O-]	-13.1%	-3.2%	2.4%	1.5%	0.3	-10.7	-3.2	-1.1	-1.3%
CN1CCN(/N=C/c2ccc(-c3ccc([N+](=O)[O-])cc3)o2)CC1	-20.5%	-13.4%	-24.2%	4.9%	7.3	-5.3	11.1	12.2	23.4%
O=Cc1cn(CCC(=O)O)nc1-c1cccc(Cl)c1	-19.9%	2.6%[57.1 µM]	13.8%[57.1 µM]	-0.4%	0.7	3.4	1.9	0.6	0.0%
COC(=O)NCCc1cc(OC)c(OC)cc1S(=O)(=O)N1CC(=O)Nc2ccccc21	-12.7%	8.0%	14.7%	-5.2%	-1.2	-8.7	7.4	1.8	-0.5%
CC1(C)NC(=O)N(CC(O)COc2ccccc2-c2ccccc2)C1=O (centres undefined)	-14.7%	4.8%	9.0%	2.3%	-0.2	-0.1	-9.3	-1.0	-0.3%
CN1CCC(CNC(=O)Nc2csc3ccccc23)CC1	-19.0%	7.2%	37.3%[activator]	0.0%	-1.7	-6.7	10.3	1.2	5.1%
Cc1c(NC(=O)c2cc(-c3ccc(Cl)s3)nc3ccccc23)c(=O)n(-c2ccccc2)n1C	2.5%	-6.7%	-17.2%	-4.0%	0.0	-18.3	-14.5	0.1	3.8%
O=C(c1cc(-c2ccc3c(c2)OCO3)on1)N1CCOCC1	-9.7%	-1.0%	18.4%	-7.7%	-0.1	-6.0	-7.3	1.0	-5.8%
CCOC(=O)N1CCN(c2cc(=O)n(C)c(=O)n2C)CC1	-11.3%	7.8%	25.4%[57.1 µM]	3.6%	0.6	-2.0	-10.3	0.6	-0.9%
CCC1CN(C(=O)N2CCC(C(=O)NCc3ccccc3F)CC2)c2ccccc2O1 (centres undefined)	-8.3%	0.8%	14.9%	19.9%	0.7	-0.8	x	0.5	-1.4%
CC(CC1CC(C)(C)OC1=O)C(=O)Nc1ccc([N+](=O)[O-])cc1 (centres undefined)	-11.5%	-4.5%	4.6%	4.2%	-1.4	-6.7	0.8	-1.8	-5.1%
O=S(=O)(c1ccccc1)n1ccc(-c2cnc(-c3ccccc3)s2)n1	u	5.6%	-5.6%	2.5%	x	x	x	x	5.3%
CCN(CC)S(=O)(=O)c1ccc2c(c1)nc(CN(C)C(=O)Nc1cccc(Cl)c1)n2C	-13.5%	-2.2%[57.1 µM]	3.9%[57.1 µM]	-4.6%	-1.8	-1.2	x	0.6	0.1%

Taken from above:
CC1(C)NC(=O)N(CC(O)COc2ccccc2-c2ccccc2)C1=O (centres undefined) – TRHR ag = -1.0
COC(=O)NCCc1cc(OC)c(OC)cc1S(=O)(=O)N1CC(=O)Nc2ccccc21 – TRHR ag = 1.8

Following part:
SMILES	USP1-UAF1 inh	TrxR1 substrate	rTrxR1 inhibitor	mIDH1 inhibitor	D2 ag	TRHR enhancer	D2 antagonist	TRHR ag	Pin1 inh
CCn1c(-c2nn(C)c(C)c2Cl)n[nH]c1=S	-7.3%	-3.0%	-15.4%	-1.9%	-0.5	2.1	2.0	0.6	-12.6%
Cc1ccc(NS(=O)(=O)c2ccc(NC(=O)CSc3ccc(Cl)cc3)cc2)c(C)c1	-18.0%	-0.5%	15.6%	0.6%	1.4	4.8	2.5	2.0	14.1%
CC(C)(C)c1ccc(S(=O)(=O)C(C)(C)C)cc1	-2.9%	4.9%[57.1 µM]	12.7%[57.1 µM]	-3.9%	x	-2.2	x	1.2	-0.9%
COc1ccc(OC)c(NC(=O)CCn2cccn2)c1	-1.5%	5.1%[57.1 µM]	11.9%[57.1 µM]	-19.1%	0.6	0.6	x	0.1	-2.0%
COc1ccc(OC)c(S(=O)(=O)N2CCC(C(=O)N3CCCCCC3)CC2)c1	-4.5%	1.3%	6.6%	0.1%	0.5	-13.4	29.4	0.5	-9.6%
CCCN(CCC)c1nc(C)cc(C(C#N)c2nc3ccccc3o2)n1 (centres undefined)	x	x	x	x	0.9	2.5	-12.0	1.7	x
O=C(Nc1ccsc1C(=O)O)c1cccc(Oc2ccccc2)c1	u	14.3%[57.1 µM]	13.6%[57.1 µM]	1.7%	-0.6	0.0	16.4	0.0	6.0%
CCOc1cc(/C=N/Nc2cccc(C(=O)O)c2)ccc1OCC(=O)N1CCCCC1	u	7.0%[57.1 µM]	5.1%[57.1 µM]	1.7%	-0.9	0.4	19.5	0.3	1.5%
CCOC(=O)c1[nH]c(C)c(C(=O)NCCCN2CCOCC2)c1C	-1.2%	2.5%	16.4%	12.8%	0.8	-8.4	-20.0	1.4	-8.9%
COc1ccc2nc(NC(=O)CSc3ccccc3)sc2c1	-12.1%	7.9%[57.1 µM]	22.8%[57.1 µM]	11.5%	0.5	32.1*	22.5	-0.8	-6.2%
CCCCNC(=O)/C=C/c1ccc(S(=O)(=O)Nc2ccc(OC)cc2)cc1	-21.9%	1.5%[57.1 µM]	5.7%[57.1 µM]	5.7%	x	-1.8	x	2.1	2.0%
COc1ccc(C2C(C(N)=O)=C(C)Nc3nc(-c4ccccc4OC)nn32)cc1OC (centres undefined)	-8.3%	-5.9%	-12.5%	4.8%	x	7.3	x	0.5	-8.8%
O=[N+]([O-])c1ccccc1-c1ccc(C(=S)N2CCCCC2)o1	-24.8%	-1.4%[57.1 µM]	-1.1%[57.1 µM]	2.6%	1.2	15.8	18.6	0.1	-17.2%
O=C(NC1CCCN(c2ccc(C(F)(F)F)cn2)C1)c1ccncc1 (centres undefined)	-18.5%	10.5%	19.4%	2.7%	0.0	1.0	-23.0	-0.3	2.4%
CCOC(=O)CC1C(=O)NCCN1C(=O)c1c(F)cccc1F (centres undefined)	-0.9%	10.7%[57.1 µM]	27.2%[57.1 µM]	2.5%	-0.3	-0.4	5.2	0.9	-16.9%
CCCCOC(=O)C1C2C=CC3(CN(CCc4ccccc4)C(=O)C13)O2 (centres undefined)	1.7%	5.0%[57.1 µM]	-2.4%[57.1 µM]	-4.6%	0.1	-3.9	2.2	-0.7	0.3%

An excerpt of these results, with two lines to a compound:
Fields: USP1-UAF1 inh, TrxR1 substrate, rTrxR1 inhibitor, mIDH1 inhibitor, D2 ag, TRHR enhancer, D2 antagonist, TRHR ag, Pin1 inh
> CCOC(=O)CC1C(=O)NCCN1C(=O)c1c(F)cccc1F (centres undefined)
    -0.9%, 10.7%[57.1 µM], 27.2%[57.1 µM], 2.5%, -0.3, -0.4, 5.2, 0.9, -16.9%
> CCCCOC(=O)C1C2C=CC3(CN(CCc4ccccc4)C(=O)C13)O2 (centres undefined)
    1.7%, 5.0%[57.1 µM], -2.4%[57.1 µM], -4.6%, 0.1, -3.9, 2.2, -0.7, 0.3%

3 records picked at random from the list so far, as already listed:
SMILES	USP1-UAF1 inh	TrxR1 substrate	rTrxR1 inhibitor	mIDH1 inhibitor	D2 ag	TRHR enhancer	D2 antagonist	TRHR ag	Pin1 inh
C#CC(C)(CC)NC(=O)Cn1nnc(-c2ccc(OCc3ccccc3F)cc2)n1 (centres undefined)	14.9%	-3.3%	3.8%	-9.6%	0.8	-2.0	x	0.8	-0.2%
Cc1ccc(-c2nnc(Nc3ccc(O)cc3)c3ccccc23)cc1S(=O)(=O)N1CCCCC1	-22.1%	-2.3%	5.0%	1.2%	-1.7	30.1*	x	-0.1	6.8%
O=C(c1ccc(Br)cc1)N1CCN(Cc2ccccc2)CC1	-19.3%	11.2%[57.1 µM]	5.9%[57.1 µM]	2.3%	-0.4	4.1	-17.1	-0.2	-0.9%

This is a subset; rates above refer to the full screens.
